PolyA inhibitor: inhibitors of polyadenylation in S. cerevisiae | S. cerevisiae SKY197-pL101 polyadenylation reporter, beta-gal luminescence; efflux-impaired pdr1/pdr3 knockout yeast; score 100 = 6 SD above DMSO | calls only at 12 µM | actives 0.02% (n = 300,000) | AID 1875;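 active means lowest replicate activity score at least 50, where 100 means six control SD above control mean; inconclusive means lowest score under 50 but half or more replicates reach 50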;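 further: yeast exposed to compound for 9 h at 30 °C; higher score means more reporter readthrough which indicates perturbed polyadenylation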
HDAC3 inh: blocks human histone deacetylase 3. inhibition, % at 8.3 µM. recombinant HDAC3, fluorogenic peptide/trypsin coupled, fluorescence. O15379. actives 0.15% (n = 320,000); in the data active means inhibition above about 26%, passing the limit was not always enough; inconclusive means no clear call, values can overlap the other calls
Target sequence (O15379 whole entry, looked up): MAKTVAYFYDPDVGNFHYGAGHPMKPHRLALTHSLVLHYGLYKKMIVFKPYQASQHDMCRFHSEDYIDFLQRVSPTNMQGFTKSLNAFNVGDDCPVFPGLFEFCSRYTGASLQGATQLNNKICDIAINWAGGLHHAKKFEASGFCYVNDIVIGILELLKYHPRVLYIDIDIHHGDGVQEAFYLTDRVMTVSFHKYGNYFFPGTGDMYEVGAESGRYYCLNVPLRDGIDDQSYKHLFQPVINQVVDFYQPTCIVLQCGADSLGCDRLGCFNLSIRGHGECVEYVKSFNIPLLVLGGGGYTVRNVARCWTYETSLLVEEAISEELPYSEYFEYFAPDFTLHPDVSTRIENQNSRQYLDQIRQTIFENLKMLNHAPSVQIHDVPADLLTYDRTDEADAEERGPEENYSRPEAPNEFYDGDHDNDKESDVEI
Platelet DG rel: platelet dense granule release activity; human platelet-rich plasma, SFLLRN dense granule ATP release, luminescence; inhibition, %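 (compounds screened at 7.5 µM in platelet-rich plasma)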; actives 0.22% (n = 300,000);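 active means mean replicate score, as percent of positive control, at or above 50; inconclusive means mean below 50 but at least one replicate at or above 50; inactive means mean and every replicate below 50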
GSK3beta inhib: inhibitors of human GSK3beta kinase; GST-GSK3beta kinase, ADP-Glo luminescence, 60 min; active compounds read low; P49841; actives 0.038% (n = 300,000); activity score (negative = inhibition), % at 10 µM;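 active means more than half of replicate wells score below -50%, meaning over 50% inhibition versus plate controls; inconclusive means some replicates but at most half score below -50%; inactive means no replicate scores below -50%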;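 further: 0% = median DMSO wells and -100% = median GW8510 positive control wells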
Target sequence (P49841 whole entry, looked up): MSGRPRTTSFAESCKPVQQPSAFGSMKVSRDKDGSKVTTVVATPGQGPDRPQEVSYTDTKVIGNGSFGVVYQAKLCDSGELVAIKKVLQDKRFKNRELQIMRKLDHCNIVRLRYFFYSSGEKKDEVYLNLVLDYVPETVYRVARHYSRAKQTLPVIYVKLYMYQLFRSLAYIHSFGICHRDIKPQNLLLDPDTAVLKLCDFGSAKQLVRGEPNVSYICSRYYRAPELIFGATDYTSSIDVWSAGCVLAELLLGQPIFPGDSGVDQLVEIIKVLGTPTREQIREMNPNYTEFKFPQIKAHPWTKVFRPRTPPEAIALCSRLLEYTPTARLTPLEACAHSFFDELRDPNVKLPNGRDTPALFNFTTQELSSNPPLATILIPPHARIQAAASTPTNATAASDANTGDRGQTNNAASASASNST
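Test system: GST-fused GSK3beta enzyme, cell-free | Quantity: 1.6 ng GST-GSK3beta enzyme per well | Reagent: 25 µM ATP with peptide substrate | Schedule: 60 min enzyme reaction, room temperature | Signal: Luminescent ADP-Glo measurement of ADP formed | Read-out basis: Score relative to plate controls | Control set: DMSO and 20 µM GW8510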
Dyrk1A ADPGlo: Dyrk1A (rat) kinase inhibition | actives 0.43% (n = 310,000) | Q63470 | inhibition, % at 12.5 µM | AID 504441 | ADP-Glo luminescence, NFATc1 peptide; in the data active means inhibition above about 50%;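 further: plate controls were vehicle with enzyme for no effect and no enzyme for full effect; many of its hits are not listed in these tables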
GSK3 alpha inh: blocks human GSK-3 alpha kinase; P49840; inhibition, % at 10 µM; actives 0.1% (n = 320,000); ADP-Glo luminescence, 60 min;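 in the data active means inhibition above about 50%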;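 further: GST-tagged GSK-3 alpha with peptide substrate and 25 µM ATP; 0% = DMSO neutral wells and 100% = GW8510 positive control wells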
HSF1 activator: increases HSF-1 driven luciferase reporter signal | activation, % at 9 µM | AID 504408 | NIH3T3-HGL HSF-1 luciferase reporter, MG132, 8 h; 100% = twice DMSO control signal | actives 1.7% (n = 300,000);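 active means mean replicate activation of at least 50% with a set share of replicates each reaching 50%; inconclusive means only one of those two conditions met; inactive means mean below 50% and too few replicates reaching it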;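 further: 0% = median of the neutral control wells and 100% = twice that signal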
HSP90 inh: HSP90 refolding inhibition in rabbit reticulocyte lysate; luciferase refolding luminescence, 3 h; inhibition, % at 5.6 µM; AID 1789; actives 0.91% (n = 290,000);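 active means inhibition above the screen-wide mean plus 3 SD, computed separately per campaign, cut at about 16% in these data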;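 further: 0% = DMSO wells and 100% = 60 µM geldanamycin wells; inhibitors lower the luminescence because luciferase stays unfolded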
AI-2 QS mod: Vibrio harveyi AI-2 quorum sensing modulation | actives 0.4% (n = 300,000) | Vibrio harveyi JMH597 AI-2 luminescence/OD600 ratio, 9 h; active compounds read low; strain lacks LuxN and CqsS sensors; 0 = neutral-control median | activity change, % at 7.5 µM | AID 2094; in the data active means activity change below about -75%, passing the limit was not always enough; inconclusive means no clear call, values can overlap the other calls;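 further: luminescence divided by OD600 gain over 9 h not by final OD600 alone; inactives centre near 13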
HSF1 inh: HSF1 inhibition | NIH3T3-HGL HSE-luciferase, MG132-induced, luminescence 8 h; active compounds read low | AID 2098 | actives 0.77% (n = 300,000) | activity change, negative = inhibition, % at 7.5 µM (by protocol);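 active means more than half of replicate wells show activity change below -50%, luminescence cut by over half; inconclusive means some wells, but at most half, below -50%; inactive means no replicate well below -50%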;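 further: luciferase reports HSF-1 transcriptional activity via heat shock element; 0% = median of DMSO wells and -100% = zero luminescence signal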
Numbers without * were called inactive; i = inactive; ? = inconclusive; . = no result given; & = joins results of further samples.

PolyA inhibitor,HDAC3 inh,Platelet DG rel,structure,GSK3beta inhib,Dyrk1A ADPGlo,GSK3 alpha inh,HSF1 activator,HSP90 inh,AI-2 QS mod,HSF1 inh
i,-4,-1,CCc1ccc(N(C)S(=O)(=O)c2ccc3[nH]cc(C(=O)NCCN4CCOCC4)c(=O)c3c2)cc1,-6,-1,-3,-6,2,-8,-3
i,-8,0,O=C(OCCN1CCOCC1)c1cccs1,0,-5,-3,2,2,8,-3
.,-3,5,COc1ccc(C(=O)c2sc3nc(-c4ccccc4)ccc3c2N)cc1,-2,-2,1,19,-6,32,-3
i,7,-3,CCCCn1c(=O)n(CC(=O)Nc2ccc(OC)c(Cl)c2)c(=O)c2c1nc(CO)n2CCC,2,2,-1,-2,0,21,0
i,3,13,COc1ccc(CCNC(=O)CSc2nc(-c3ccco3)cc(C(F)(F)F)n2)cc1,4,-4,2,8,7,5,1
i,4,-7,CC1(C)CC(=O)C2=C(C1)NC(=O)CC2c1cc2c(cc1Br)OCO2 (stereo not drawn),-3,-4,15,-8,-1,-2,1
i,-7,3,O=C(c1ccccc1[N+](=O)[O-])N1CCCC(C(=O)N2CCCCCC2)C1 (stereo not drawn),2,.,-4,-1,-3,29,-5
i,0,3,CCCCN(C(=O)c1ccccc1F)c1c(N)n(CCC)c(=O)[nH]c1=O,0,-7,-1,-15,-2,21,-2
i,1,-1,O=C(Nc1ccccc1F)c1cc2nc(C(F)F)cc(C(F)F)n2n1,0,-1,-1,30,1,34,23
i,-8,31,Cc1c(C(=O)NCC2CCCO2)oc2ccc(S(=O)(=O)N3CCCCC3)cc12 (stereo not drawn),-1,17,0,6,1,7,-3
i,-3,-1,COc1ccc(-c2cc(C(=O)OCC(=O)NC(C)(C)C)c3ccccc3n2)cc1,3,6,1,3,0,2,4
i,7,9,CC(C)(C)[C@H]1C=C(C(=O)N2CCN(Cc3ccc4c(c3)OCO4)CC2)O[C@@H](OCc2ccc(CO)cc2)C1,2,5,-13,14,-3,12,7
i,-3,0,Cc1ccc(-c2csc(N(CCc3ccccc3)C(=O)COc3ccccc3)n2)cc1,1,-4,-1,-6,0,25,5
i,1,-15,COc1ccc(C(=O)NCc2nnc(SCC(=O)NCc3ccco3)o2)cc1,-1,-4,1,10,2,18,-7
i,-8,-6,CCCCn1c(CCc2ccccc2)nc2cc3[nH]c(=O)c(C(C)C)nc3cc21,3,18,-2,6,-1,8,10
i,-3,-9,CCCNC(=O)C(=O)NCCC1=CCCCC1,-3,-5,-5,11,-5,11,10
i,3,-7,O=C(CNC(=O)c1ccc(Cl)cc1Cl)OCc1nnc(-c2ccccc2)o1,1,17,-2,7,.,18,-1
i,8,4,Cc1ccc(-c2nn(-c3ccccc3)cc2C(=O)N2CCOCC2)cc1C,0,-4,-3,2,2,12,-1
i,0,-2,O=C(NC1CC2CCC(C1)N2C(=O)NC1CCCCC1)NC12CC3CC(CC(C3)C1)C2 (stereo not drawn),0,2,-3,42,-3,0,16
i,2,-6,COc1cc2c(cc1OC)C(C)N(C(=O)CCc1c[nH]c3ccccc13)CC2 (stereo not drawn),0,-5,-2,31,4,-2,-7
i,1,6,C/C(=N\Nc1nc(N2CCOCC2)nc(N2CCOCC2)n1)c1cccc([N+](=O)[O-])c1,4,-1,-2,-9,2,0,-7
i,1,-2,CCc1ccc(-c2nc(C(N)=O)c3[nH]c(=O)n(-c4ccccc4OC)c3n2)cc1,0,-1,-2,-11,0,17,-11
.,-1,.,CC1(C)Cc2c(c(N3CCCC3)nc3sc4c(N5CCN(CCO)CC5)ncnc4c23)CO1,.,8,-4,.,2,.,.
i,-8,-1,O=C(/C=C/c1ccc(OCCCF)cc1)Nc1ccnc(-c2ccncc2)n1,0,32,0,-53,2,8,-45
i,-11,0,Cc1occc1-c1nnc(SCC(=O)NC2CCCC2)n1C,.,-2,-2,22,-2,.,3
i,-18,-3,CCCc1nc2oc3c(NCCOCCO)ncnc3c2c2c1COC(C)(C)C2,-1,5,-3,3,4,35,-4
i,0,-1,COc1cc(/C=N/NC(=O)c2cccc([N+](=O)[O-])c2)ccc1OCc1ccccc1,-3,2,-1,23,5,10,11
i,-13,3,CCOC(=O)c1[nH]c2cc3c(cc2c1NC(=O)CN1CC(C)CC(C)C1)OCO3 (stereo not drawn),1,-4,-1,-15,-4,11,-9
i,8,-2,CC(OC(=O)COc1ccc(C#N)cc1)C(=O)Nc1ccc(Cl)cn1 (stereo not drawn),-1,14,12,2,.,-11,-4
i,-6,0,CCOC(=O)N1CCN(C(=O)CNC(=O)Cn2cnc3ccccc3c2=O)CC1,3,10,1,16,-3,25,6
i,6,-13,Cc1cccc(NC(=O)NNC(=O)COc2ccc([N+](=O)[O-])cc2)c1C,1,-8,0,-9,-2,15,-7
i,4,-3,COCCNC(=O)CSCc1cc(C)cc(C)c1,1,-3,-2,22,2,28,7
i,-10,9,COc1ccc(NC(=O)NC2CCN(C(C)C)CC2)c(OC)c1,-3,.,1,-6,5,11,0
i,11,-8,Cc1[nH]c2ccccc2c1C(=O)COC(=O)Cn1c(C(F)(F)F)nc2ccccc21,1,1,-3,34,0,0,16
i,7,-3,CN(C)CCCN(C(=O)CCc1ccccc1)c1nc2ccc(Cl)cc2s1,-6,-2,2,-9,-1,39,-1
i,1,-17,CCCCC(=O)OCC(=O)Nc1ccc(OC(F)F)cc1,4,0,3,0,-1,23,-3
i,1,2,COC(=O)C1=C(C)NC(=S)NC1c1ccc(OCC(=O)N2CCCCC2)c(OC)c1 (stereo not drawn),-5,-3,-1,-14,-2,21,-2
i,-40,8,COc1ccc2cc(C(=O)C3CCCN(C(=O)C4=NN(C)C(=O)CC4)C3)ccc2c1 (stereo not drawn),-2,0,-2,6,-8,9,6
i,-1,10,Cc1cc(C(F)(F)F)nn1CC(=O)NNC(=S)Nc1ccc(F)cc1,4,-3,-5,13,0,-4,4
i,-4,-3,CC(C)(C)C(=O)C(Cl)C(=O)Nc1ccccc1 (stereo not drawn),-5,.,-1,16,-2,-54,2
i,4,9,CCCOc1ccc(C(=O)ON=C2CCN(C)CC2)cc1,2,1,-1,-3,-1,5,-6
i,1,1,CC(=O)c1csc(COc2ccc(Cl)cc2)n1,3,-5,-1,61*,1,11,24
.,-5,6,N#CC1=C(N)Oc2n[nH]c(-c3ccccc3)c2C1c1ccncc1 (stereo not drawn),-2,-3,6,-2,3,29,3
i,-3&-1,-2,CCOC(=O)C1=C(C)NC(C)=C(C(=O)OCC)C1C(=O)OCC(=O)N1CCC(C)CC1,0,-2,0&1,7,4,10,-4
i,0,2,CCOCCOCN(C#N)c1nc(OC)nc(N(C)C)n1,0,3,-2,5,-2,23,-3
i,9,-2,CC(/C=N/Nc1nc(C)cc(C)n1)=C\c1ccc(C(C)C)cc1,4,6,11,8,8,20,-1
i,10,-1,Cc1cc(-c2c(C)n([O-])c(C)c(C)[n+]2=O)ccc1F,1,-1,-1,9,2,4,-5
i,2,-2,CCc1nnc(NC(=O)CCC(=O)N2CCN(Cc3ccc(C)cc3C)CC2)s1,1,-5,-6,-49,7,2,-36
i,-5,0,COC(=O)c1ccc(NC(=O)c2cccc(NC(=O)c3ccccc3)c2)cc1,0,9,-1,-7,-4,16,3
i,-2,-2,Cc1ccsc1/C=N/n1c(C2CCCCC2)n[nH]c1=S,0,1,0,35,0,23,2

More records:
PolyA inhibitor,HDAC3 inh,Platelet DG rel,structure,GSK3beta inhib,Dyrk1A ADPGlo,GSK3 alpha inh,HSF1 activator,HSP90 inh,AI-2 QS mod,HSF1 inh
i,6,5,Cc1ccc(Oc2ccc(NC(=O)Cn3ccsc3=N)cc2)cc1,-1,0,3,3,0,-3,-3
i,2,-1,Cc1noc(C)c1COc1ccccc1C(=O)NNC(=O)c1ccccc1,0,2,-3,-47,.,12,-29
i,5,-1,O=C(CSc1cc(Cl)ccc1Cl)NCC(=O)Nc1ccc(F)c(F)c1F,0,-1,1,?,0,6,14
i,.,1,CCOc1ccc(-n2cc(C(=O)Nc3ccc(Cl)cn3)c3cc(OC)c(OC)cc3c2=O)cc1,0,1,.,17,4,23,2
i,-4,-3,c1ccc(SCc2nc(-c3ccncc3)n[nH]2)nc1,0,7,4,5,1,19,3
.,6,.,CCOC(=O)c1cc(NC(=O)c2ccco2)ccc1N1CCOCC1,3,.,-2,.,5,1,.
i,-5,-47,COc1ccc(C(=O)COC(=O)CNC(=O)C2CCCCC2)c(OC)c1,0,-1,-2,-21,1,30,-17
i,0,13,Cc1ccc(C2C(=O)N(C3CCCC3)CC(=O)N2CC2COc3ccccc3O2)cc1 (stereo not drawn),.,-6,0,-14,-3,.,-2
i,1,1,CCCCNC(=O)OC1CCS(=O)(=O)C1 (stereo not drawn),1,-1,0,17,1,17,-1
i,-5,3,O=C(NC1CCCCCC1)C1c2ccccc2C(=O)N1CCCN1CCOCC1 (stereo not drawn),0,0,-3,0,-3,1,1
i,-4,-16,Cc1cc(C)cc(NC(=O)C2CCN(S(=O)(=O)c3ccc4c(c3)NC(=O)C(C)S4)CC2)c1 (stereo not drawn),2,.,0,25,4,51,10
i,3,1,Cc1ccc(C)n1-c1ccc(-n2cnnn2)cc1,0,0,-1,8,4,18,-9
.,9,.,CC1(C)CC(=O)c2cnc(NCc3ccco3)nc2C1,.,3,-3,.,3,.,.
i,-1,-7,CCCn1c(SCC(=O)OCC)nc(C(F)(F)F)cc1=O,-1,-5,-1,-15,1,25,-9
i,-4,5,Cc1[nH]nc2c1C(C(C)c1ccccc1)C(C#N)=C(N)O2 (stereo not drawn),-5,7,1,7,5,19,3
i,0,-4,Oc1ccc2ccccc2c1C=Nc1ccccc1-c1nc2ccccc2[nH]1,-1,7,-1,59*,-3,26,27
i,-1,2,COCC(C)NCc1ccc(OC)c(Br)c1 (stereo not drawn),0,0,0,-10,0,1,-11
.,3,.,Cc1ccc(C)c(NS(=O)(=O)c2ccccc2C)c1,-9,2,.,.,-5,2,.
i,-3,-2,CC(NC(=O)c1ccco1)C(c1cccs1)N1CCN(c2ccc(F)cc2)CC1 (stereo not drawn),0,.,0,1,1,5,-2
i,9,-6,CCCC(=O)O[C@H]1C[C@@H](C)N(C(=O)c2ccccc2)c2ccc(C)cc21,1,5,-2,29,0,17,2
i,-1,0,COc1ccc(-n2nc(C(=O)NCC(=O)NCCCN3CC(C)CC(C)C3)c3ccccc3c2=O)cc1OC (stereo not drawn),1,-4,-4,0,-2,9,-12

Screening results (PubChem)

These rows are one share of the data. The share of hits here may be higher or lower than overall.
